Source: PubChem BioAssay
HT1080 viability: cytotoxicity in HT1080 fibrosarcoma cells, cell-based, fluorescence readout (AID 620); HT1080 viability, fluorescence; higher % means a stronger effect; cytotoxicity, % at 10 µM; hits with a dose series show EC50 in µM; hit rate 0.42% among 87,000; in the data active = cytotoxicity above about 50%;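 note: cells exposed to compound overnight then 4 h with Alamar Blue; 0% = vehicle DMSO and 100% = killing control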
Numbers without * were called inactive. A portion of the library; rates above refer to the full screens.

SMILES	HT1080 viability
COC(=O)[C@@H]1CCCN1C(=O)[C@H]1C[C@@H]1[C@H](NC(=O)OCc1ccccc1)c1ccccc1	-32.5%
CCCn1c(SCC(=O)c2cc(C)ccc2C)n[nH]c1=O	-14.4%
CCc1cc2c(NCC3CCCO3)nc(C)nc2s1 (centres undefined)	-7.5%
Cc1ccccc1CSCC(Nc1ccc(C(=O)O)cc1[N+](=O)[O-])C(=O)O (centres undefined)	-12.3%
COC(=O)c1scc(C)c1N/N=C(\C)c1ccc(F)cc1F	-19.4%
Cc1sc2nc(C)n(/N=C/c3ccc(O)cc3)c(=O)c2c1C	-2.2%
O=[N+]([O-])c1cccc(S(=O)(=O)N2CCC(c3nc(-c4ccncc4)no3)CC2)c1	4.5%
CCC1C(=O)N=C(SCC(=O)Nc2ccccc2)NC1=O (centres undefined)	-12.3%
S=C(Nc1ccccc1)c1ccccn1	-7.3%
O=C(COC(=O)Cn1cnc2ccccc21)NCCc1ccc(Cl)cc1	-5.7%

As entered above:
`O=C(COC(=O)Cn1cnc2ccccc21)NCCc1ccc(Cl)cc1` in HT1080 viability shows -5.7%
`CCc1cc2c(NCC3CCCO3)nc(C)nc2s1` (centres undefined) in HT1080 viability shows -7.5%

Remaining list, next part:
SMILES	HT1080 viability
O=C1c2ccccc2C(=O)N1CCSc1n[nH]c(=S)s1	-0.7%
CC1(C)Cc2c(cnn2-c2ccccc2)-c2c1c1ccccc1n2CC(O)CCl (centres undefined)	14.2%
Cc1ccc(CNC(=O)[C@H](C)[C@H]2C[C@]2(C)[C@H](NC(=O)OCc2ccccc2)c2ccccc2)o1	-17.6%
COc1ccc(OCC(=O)N2CCN(C(=O)c3ccco3)CC2)cc1	-4.1%
O=C(CSc1nnc(-c2cccc(S(=O)(=O)N3CCOCC3)c2)n1C1CCCCCC1)NCc1ccccc1	-15.8%
CC(=O)C1=C(c2ccccc2)NC(=O)NC1c1ccccc1OCC(=O)NCc1ccccc1 (centres undefined)	3.1%
CCC(N)C12CC3CC(CC(O)(C3)C1)C2 (centres undefined)	4.4%
CCC(C)(C)n1nnnc1C(C(C)C)N(Cc1ccco1)Cc1cc2cc3c(cc2[nH]c1=O)OCO3 (centres undefined)	-12.6%
C=CCn1c(CNC(=O)c2cccs2)nnc1SCC(=O)c1ccc(Br)cc1	16.6%
O=C(Nn1c(-c2ccc(F)cc2)nc2ccccc2c1=O)C1CCCCC1	4.6%
CC(C)(C)CC(=O)Nc1cccc2c1CCCC2	-6.5%
CN1C(=O)c2cccc(NCCCCCCN3C(=O)c4ccccc4C3=O)c2C1=O	7.7%
CCc1ccc(NC(=O)CCNS(=O)(=O)c2cccc3nsnc23)cc1	-6.2%
Cn1c(-c2sc3cc(C(F)(F)F)cnc3c2-c2cccnc2)n[nH]c1=S	-1.5%
CCN(CC)c1nc2ccccc2nc1-n1nc(C)cc1C	-11.5%
COc1ccccc1C(=O)NCc1ccccc1	14.4%
O=C(CN1C(=O)NC2(CCCCCC2)C1=O)NCc1ccco1	-14.1%
CCC(C(=O)NCc1ccco1)N(C(=O)CNS(=O)(=O)c1ccccc1)c1ccc(OC)cc1 (centres undefined)	0.0%
CCCCNC(=O)C(c1ccc(OCC(=O)OC)c(C(=O)OC)c1)N(CCc1c[nH]c2ccccc12)C(=O)CCCCCN1C(=O)NC(c2ccc(-c3ccccc3)cc2)C(C(=O)OCc2ccccc2)=C1C (centres undefined)	-9.3%
COC(=O)[C@H]1C[C@@H]1[C@H](NC(=O)OCc1ccccc1)c1ccccc1	-17.9%
CC(=O)N(C)c1nnc(-c2ccccn2)s1	-9.1%
COC(=O)[C@@H]1C[C@H]2CC[C@H](O)C[C@H]2N1Cc1ccc(Cl)cc1	4.0%
CC(C)(C)NC(=O)CC(c1ccccc1)c1ccccc1O (centres undefined)	-2.7%
CC(Cc1ccccc1)C(=O)NCCO (centres undefined)	-11.6%
CCOc1cc(C(=O)NC(C)CC)cc(OCC)c1OCC (centres undefined)	0.4%
CCOC(=O)c1sc2nc(N3CCOCC3)c3c(c2c1N)CC(C)(C)N(C)C3	-2.8%
COc1ccc(CN2CCn3ncc(C(=O)Nc4ccccc4)c3C2=O)cc1	-1.4%
NS(=O)(=O)c1ccc(Cc2ncc(C(F)(F)F)cc2Cl)s1	0.5%
CCOc1ccc(OCCCCNCCN)cc1	4.5%
Cc1ccc(OC2=NS(=O)(=O)c3ccccc32)cc1	-15.8%
Cc1ccc2c(c1)c(CC(=O)Nc1ccc(C)c(F)c1)c(C(=O)O)n2C	33.4%
CC(=O)N(Cc1ccc(F)cc1)C1=C(NCc2ccccc2)C(=O)c2ccccc2C1=O	92.6%*
CCc1ccc2[nH]c(=O)c(CN(CCCO)C(=O)NCc3ccccc3)cc2c1	-8.1%
CCOC(=O)c1cnc(-c2ccccc2)nc1N(C)C	12.4%
O=C(O)C1C(C(=O)Nc2ccc(Cl)cc2)C2C=CC1C21CC1 (centres undefined)	17.7%
O=Cc1cn(-c2ccccc2)nc1-c1cc2ccccc2oc1=O	-2.0%
Cc1cc(C(=O)CN2C(=O)NC(c3ccccc3)(c3ccccc3)C2=O)c(C)n1Cc1ccccc1	-7.2%
Cc1nn(Cc2c(Cl)cccc2Cl)c(C)c1N	-1.5%
Cc1nnc(N2C(=O)c3cccc4cccc(c34)C2=O)s1	-3.5%
CC1CCN(C(C)C(=O)Nc2ccccc2-c2ccccc2)CC1 (centres undefined)	-41.4%

17 of these compounds, set out differently.
canonical_smiles | HT1080 viability
CC(=O)N(C)c1nnc(-c2ccccn2)s1 | -9.1%
COC(=O)[C@@H]1C[C@H]2CC[C@H](O)C[C@H]2N1Cc1ccc(Cl)cc1 | 4.0%
CC(C)(C)NC(=O)CC(c1ccccc1)c1ccccc1O (centres undefined) | -2.7%
CC(Cc1ccccc1)C(=O)NCCO (centres undefined) | -11.6%
CCOc1cc(C(=O)NC(C)CC)cc(OCC)c1OCC (centres undefined) | 0.4%
CCOC(=O)c1sc2nc(N3CCOCC3)c3c(c2c1N)CC(C)(C)N(C)C3 | -2.8%
COc1ccc(CN2CCn3ncc(C(=O)Nc4ccccc4)c3C2=O)cc1 | -1.4%
NS(=O)(=O)c1ccc(Cc2ncc(C(F)(F)F)cc2Cl)s1 | 0.5%
CCOc1ccc(OCCCCNCCN)cc1 | 4.5%
Cc1ccc(OC2=NS(=O)(=O)c3ccccc32)cc1 | -15.8%
Cc1ccc2c(c1)c(CC(=O)Nc1ccc(C)c(F)c1)c(C(=O)O)n2C | 33.4%
CC(=O)N(Cc1ccc(F)cc1)C1=C(NCc2ccccc2)C(=O)c2ccccc2C1=O | 92.6%*
CCc1ccc2[nH]c(=O)c(CN(CCCO)C(=O)NCc3ccccc3)cc2c1 | -8.1%
CCOC(=O)c1cnc(-c2ccccc2)nc1N(C)C | 12.4%
O=C(O)C1C(C(=O)Nc2ccc(Cl)cc2)C2C=CC1C21CC1 (centres undefined) | 17.7%
O=Cc1cn(-c2ccccc2)nc1-c1cc2ccccc2oc1=O | -2.0%
Cc1cc(C(=O)CN2C(=O)NC(c3ccccc3)(c3ccccc3)C2=O)c(C)n1Cc1ccccc1 | -7.2%

Next results follow.
SMILES	HT1080 viability
COc1ccc(S(=O)(=O)Nc2ccccc2C)cc1	2.6%
Cc1cc(Nc2ccccc2)nc(N2CCOCC2)n1	-3.7%
CC(C)COc1ccc(/C(=N/O)c2ccccc2)cc1	-3.0%
N#CC1(c2ccccc2)CCCN1C(=O)c1ccc(Br)cc1 (centres undefined)	2.5%
C=C(C)CNC(=S)NNC(=O)c1ccco1	1.2%
O=C(c1ccc(Br)s1)N1CCCC1	6.4%
O=C(NCCCCNC(=O)c1ccc(Cl)s1)c1ccc(Cl)s1	1.0%
O=[N+]([O-])c1cccnc1N1CCC(c2cc(-c3cccc(C(F)(F)F)c3)n[nH]2)CC1	8.1%
Cc1ccc(C2c3c(oc4ccccc4c3=O)C(=O)N2CCCN2CCOCC2)o1 (centres undefined)	-15.6%
c1csc(-c2nnc(Cc3cccc4ccccc34)o2)c1	-3.5%
Clc1ccc(-c2nc(N3CCCCC3)nc3ccccc23)cc1	-2.7%
CN1C(=O)CSC1=NCC12CC3CC(CC(C3)C1)C2	18.5%
O=C(Nc1cc(N2CCOCC2)ncn1)NC1(C(F)(F)F)Oc2ccccc2O1	-4.2%
O=C(Nc1ccccc1N1CCOCC1)c1cccs1	0.5%
COC(=O)[C@@]1(Cc2ccc(OC)cc2)[C@H]2c3cc(C(=O)N4CCCC4)n(CCc4ccc(OC)c(Br)c4)c3C[C@H]2CN1C(=O)c1ccccc1	-7.8%
O=C(/C=C\c1ccccc1)Nc1nccs1	5.2%
COC(=O)C1CC1C(NC(=O)[C@@H]1CCCN1)c1ccccc1 (some centres undefined)	-8.7%
O=S1(=O)CCC(N2CCOCC2)C1 (centres undefined)	-3.3%
COc1ccc(OC(=O)c2cccnc2)cc1	-7.2%
CC(C)=CC(=O)Nc1nnc(C)s1	5.5%
Cc1sc2ncn(CC(=O)NCCCC(=O)N3CCN(c4ccccc4)CC3)c(=O)c2c1C	-7.2%
COc1ccc(C2N=C(c3ccccc3)C(C)(C)N2O)cc1 (centres undefined)	-4.2%
O=C(Oc1cccc(N2C(=O)CCC2=O)c1)c1ccccc1	-12.4%
O=C(Cn1cnc2ccccc2c1=O)NCc1ccc2c(c1)OCO2	8.5%
CCOC(=O)c1c(CN2CCN(Cc3ccccc3)CC2)n(C)c2cc(Br)c(OC)cc12	-4.3%
O=C(NNC1=C(C(=O)C(F)(F)F)CCC1)c1ccccc1O	28.1%
CC(=O)Nc1nc(N)n(-c2ccccc2)n1	-8.6%
Cc1ccc(F)c(NC(=O)CCc2ccccc2)c1	6.0%
CCOC(=O)C1(C(F)(F)F)N=C(C(F)(F)F)Nc2ccccc21 (centres undefined)	-4.8%
COC(=O)c1cn(N(C)c2ncc(C(F)(F)F)cc2Cl)c(=O)c2ccccc12	6.3%
O=C(c1c(O)c2ccccc2oc1=O)C1CCCCC1	-14.4%
CCC(Sc1n[nH]c(=O)[nH]c1=O)C(=O)OCc1ccccc1 (centres undefined)	-9.9%
COCCNC(=O)[C@H](C)/C=C(\I)C(NC(=O)OCc1ccccc1)c1ccc(C(=O)OC)cc1 (some centres undefined)	-1.6%
O=C(N1CCCCC1)N1CCN(C(c2ccccc2)c2ccccc2)CC1	-26.4%
COc1ccc(NC(=S)Nc2cccc([N+](=O)[O-])c2)cc1	11.8%
O=C(NCc1ccc(N2CCCC2=O)cc1)Nc1cccc2ccccc12	-11.8%
CCOC(=O)c1oc2nc(CC(C)C)c3c(c2c1N)CCC3	24.8%
Cn1c(=O)[nH]c(=O)c2c1nc(N1CCOCC1)n2CCSc1nc2ccccc2[nH]1	7.6%
Cc1ccc(S(=O)(=O)NCC2CCC(C(=O)NCc3ccc4c(c3)OCO4)CC2)cc1 (centres undefined)	-3.0%
Cc1ccccc1-n1c(C)cc(/C=C2\NC(=O)NC2=O)c1C	4.6%
Cc1occc1C(=O)Nc1c(F)c(F)c(F)c(F)c1F	-3.4%
CCOC(=O)c1ccccc1NS(=O)(=O)c1ccc(OCC)cc1	55.2%*
O=C(N/N=C/c1ccc(O)cc1)/C(=C/c1ccc([N+](=O)[O-])cc1)NC(=O)c1ccccc1	2.3%
O=C1CN(C(=O)CSc2nnc(C3CC3)n2-c2ccccc2)c2ccccc2N1	3.1%
COc1ccc(NC(=O)C2CC(=O)n3cnnc3S2)cc1 (centres undefined)	-6.7%
CNC(=O)[C@]1(C)C[C@H]1[C@H](NC(=O)[C@]1(C)C[C@H]1[C@H](NC(=O)[C@]1(C)C[C@H]1[C@H](NC(=O)[C@]1(C)C[C@H]1[C@H](NC(=O)OCc1ccccc1)c1ccccc1)c1ccccc1)c1ccccc1)c1ccccc1	3.9%
C=CCOc1ccc(CNc2nccs2)cc1	-0.9%
CC1CCN(S(=O)(=O)c2ccc(NC(=O)CN3CCCC(C)C3)cc2)CC1 (centres undefined)	3.4%
CC(=O)Nc1ccc(N(C)S(C)(=O)=O)cc1	14.1%
CCOc1cc(NS(=O)(=O)c2ccccc2)c(OCC)cc1NC(=O)c1ccco1	-1.9%

The listing continues:
SMILES	HT1080 viability
COCCn1c(SCC(=O)N2CC(=O)Nc3ccccc32)nnc1-c1ccoc1C	-10.0%
CCCCNC(=O)C1CCN(Cc2ccccn2)CC1	-9.0%
C/C(NC(=O)c1cccc(F)c1)=C1/C(=O)C[C@@H]2[C@H]1C2(C)C	-12.7%
COc1ccc(N(CC(=O)NCC2CCCO2)S(=O)(=O)c2ccc(C)cc2)cc1OC (centres undefined)	7.1%
CC(C1CC2CCC1C2)n1c(COc2ccccc2F)nnc1SCC(N)=O (centres undefined)	-2.7%
CCC(C(=O)NCc1ccc(OC)cc1)n1nc(C)n2c(cc3occc32)c1=O (centres undefined)	-11.4%
COc1ccc(N2C(=O)c3ccc(C(=O)OC(C)C)cc3C2=O)cc1	1.0%
O=C(c1cnn2c(C(F)(F)F)cc(-c3cccs3)nc12)N1CCN(C(c2ccccc2)c2ccccc2)CC1	-16.8%
CCOc1ccc(-n2cc(C(=O)NC(C)C)c3cc(OC)c(OC)cc3c2=O)cc1	-16.4%
O=C1C=C(c2ccc(Cl)cc2)C(=O)N1Nc1ccccc1	-5.0%
CNc1ccc(Br)cc(C(=O)/C=C/c2cccc(OC)c2)c1=O	-5.4%
CN(C)S(=O)(=O)c1cccc(NC(=O)COC(=O)c2ccc(Br)o2)c1	5.3%
CCCCCc1nnc(NC(=O)C(=O)OCC)s1	4.8%
O=C(c1cccc(F)c1)N1CCC(N2CCOCC2)CC1	1.0%
COc1ccccc1N1CCN(S(=O)(=O)c2ccc(Br)s2)CC1	-10.8%
Cc1cc2c(cc(C(=O)OCC(=O)NCc3ccco3)n2C)s1	5.2%
Cc1c(C(N)=O)sc2ncn(CC(=O)OC(C)C)c(=O)c12	-4.3%
CC(C)(C)NS(=O)(=O)c1ccc(NS(=O)(=O)Cc2ccccc2)cc1	-19.4%
COc1ccccc1N(CC(=O)NCC1CCCO1)C(=O)CCC(=O)Nc1nccs1 (centres undefined)	-4.0%
O=C(Oc1cc(-c2ccccc2)no1)c1ccc(F)cc1	7.7%
c1ccc2oc(-c3ccc4nc[nH]c4c3)nc2c1	-3.0%
Cc1cccc(-n2c(-c3ccncc3)n[nH]c2=S)c1	-4.0%
Cc1ccc(C(=O)Nc2nc3ccccc3n3nnnc23)cc1	-2.0%
O=C(Nc1ccc(Cl)cn1)Nc1ccccc1F	-0.6%
COc1ccc(C(=O)Nc2ccc(S(=O)(=O)N3CCc4ccccc43)cc2)cc1	-8.2%
CCc1ccc(C(=O)CCC2CCCCC2=O)cc1 (centres undefined)	-17.6%
